Screens: PubChem, National Center for Advancing Translational Sciences (NCATS)
TrxR1 substrate: qHTS Assay for Substrates of Mammalian Selenoprotein Thioredoxin Reductase 1 (TrxR1): qHTS; purified TrxR1 substrate turnover, NADPH consumption readout; AID 588456, 2011; 390,000 tested, 0.01% active; Potency, µM (series often up to 114 µM), for inactives: at the highest dose activity change, negative = substrate turnover; further: potency means the concentration at half of the fitted maximal effect; on the % scale 0 is the no-effect control and ±100 the full control effect; nearly all actives have a fitted effect of over 50% in size
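Rat TrxR1, dispensed at 90 nM, was prereduced with 400 uM NADPH (final) for 5 min at ~22 deg C, then incubated with compound 15 min before 400 uM selenite. A first-read NADPH fluorescence drop versus no-compound background flagged substrates.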
RGS4 inhibitor: Inhibitors of Regulator of G Protein Signaling (RGS) 4: qHTS. Regulator of G-protein signaling 4 (Homo sapiens), P49798. Transcreener GDP fluorescence polarization, RGS4-accelerated GTP hydrolysis. Potency, µM (doses to about 114 µM), for inactives: at the highest dose activity change, negative = inhibition, hits mostly inhibitors. 390,000 tested, 0.039% active. AID 504845, 2011; further: potency means the concentration at half of the fitted maximal effect; on the % scale 0 is the no-effect control and ±100 the full control effect; nearly all actives have a fitted effect of over 75% in size; some results filed as inactive show a strong effect at the top dose
Target sequence (P49798 whole entry, looked up): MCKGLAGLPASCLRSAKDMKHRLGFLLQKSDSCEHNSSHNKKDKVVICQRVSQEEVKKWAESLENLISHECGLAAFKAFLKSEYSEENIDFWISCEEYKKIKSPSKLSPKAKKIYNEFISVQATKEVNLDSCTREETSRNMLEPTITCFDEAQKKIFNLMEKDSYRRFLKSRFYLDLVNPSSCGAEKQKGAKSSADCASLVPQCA
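MLSMR compounds (23 nl, pin-transferred) preincubated 10 min at room temperature with a 500nM (2x) first reagent, then RGS4 at 900nM (2x) plus Transcreener GDP mix added; fluorescence polarization (620/688 nm) read before and after 90 min at 30 °C.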
USP1 inh: Inhibitors of USP1/UAF1: Primary Screen; recombinant USP1/UAF1, Ub-Rhodamine cleavage fluorescence; Potency, µM (highest dose often 57.1 µM), inactives show at the highest dose activity change, negative = inhibition, most hits filed as inhibitors; 390,000 tested, 0.23% active; further: potency means the concentration at half of the fitted maximal effect; on the % scale 0 is the no-effect control and ±100 the full control effect; nearly all actives have a fitted effect of over 60% in size; inactives centre near -12
Target sequence (O94782 whole entry, looked up): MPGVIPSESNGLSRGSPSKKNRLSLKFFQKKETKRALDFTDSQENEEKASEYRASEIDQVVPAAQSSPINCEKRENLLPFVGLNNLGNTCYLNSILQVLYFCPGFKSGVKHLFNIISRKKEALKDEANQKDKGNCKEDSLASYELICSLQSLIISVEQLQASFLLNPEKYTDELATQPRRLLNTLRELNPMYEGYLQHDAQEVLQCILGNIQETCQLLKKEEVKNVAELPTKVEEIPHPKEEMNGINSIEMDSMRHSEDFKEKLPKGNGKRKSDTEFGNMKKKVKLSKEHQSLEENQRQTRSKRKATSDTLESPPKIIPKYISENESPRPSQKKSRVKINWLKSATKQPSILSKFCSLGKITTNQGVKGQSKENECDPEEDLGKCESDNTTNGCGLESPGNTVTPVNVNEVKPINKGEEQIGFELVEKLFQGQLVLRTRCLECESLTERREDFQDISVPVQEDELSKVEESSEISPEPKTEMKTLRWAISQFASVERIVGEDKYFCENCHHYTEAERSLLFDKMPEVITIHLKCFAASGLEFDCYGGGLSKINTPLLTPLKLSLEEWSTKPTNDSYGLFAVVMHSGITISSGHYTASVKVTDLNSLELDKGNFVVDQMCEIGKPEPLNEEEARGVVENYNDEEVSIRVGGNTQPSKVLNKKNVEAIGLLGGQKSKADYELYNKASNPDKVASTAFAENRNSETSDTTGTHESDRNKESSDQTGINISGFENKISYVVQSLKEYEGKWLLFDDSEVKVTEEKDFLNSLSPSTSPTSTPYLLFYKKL
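1 nM enzyme complex + cpd, 15 min RT; start with Ub-Rho 150nM final; kinetic fluorescence ex 480/em 540, 6 reads q60 s. Buffer 50mM HEPES pH 7.8, 0.5mM EDTA, 0.1 mg/ml BSA, 1mM TCEP, 0.01% Tween-20.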
LDHA inh: qHTS assay for inhibitors of human lactate dehydrogenase. activity change, % (values are at about 110 or 230 µM). AID 1347041, 2019. purified LDHA, NADH/diaphorase-resazurin fluorescence; stronger effect = lower value. 480,000 tested, 0.15% active; in the data active means activity change below about -30%; inconclusive means mostly about -25% to -30%;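 further: plate controls were DMSO wells for no effect and wells without enzyme for full effect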
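Human LDH5 (2 nM) was incubated with 0.06 mM NADH and 0.2 mM pyruvate for 5 min at room temperature in Tris pH 7.4. Remaining NADH was coupled through diaphorase/resazurin, and resorufin fluorescence was read at 0 and 20 min.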
Vif-A3F inh: qHTS for Inhibitors of Vif-A3F Interactions: qHTS. 390,000 tested, 0.2% active. Potency, µM (highest dose often 46.1 µM), for inactives: at the highest dose activity, negative = active. AID 602313, 2012. HeLa A3F-eYFP + Vif (tagged APOBEC3F with the HIV-1 protein that degrades it), YFP fluorescence increase; further: potency means the concentration at half of the fitted maximal effect; % of control where 0% means no effect; nearly all actives have a fitted effect of over 65% in size
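HeLa cells stably expressing A3F-eYFP plus Vif, plated and incubated overnight at 37 deg C, then exposed to compounds overnight at 37 deg C. Blocked degradation read as raised yellow fluorescence (Ex 488/Em 500-530).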
rTrxR1 inhibitor: qHTS Assay for Inhibitors of Mammalian Selenoprotein Thioredoxin Reductase 1 (TrxR1): qHTS; Potency, µM (titrated, usually from 114 µM), without a hit: top-dose activity change, negative = inhibition, usual class: inhibitors; Thioredoxin reductase 1, cytoplasmic (Rattus norvegicus), O89049; recombinant rTrxR1, NADPH fluorescence consumption, selenite substrate; 390,000 tested, 1% active; further: potency means the concentration at half of the fitted maximal effect; on the % scale 0 is the no-effect control and ±100 the full control effect; nearly all actives have a fitted effect of over 65% in size
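Rat TrxR1 (90 nM in the dispensed reagent) was pre-reduced with 400 uM NADPH for 5 min at room temperature, then incubated with compound for 15 min. After 400 uM selenite was added, NADPH fluorescence (Ex 340/Em 450 nm) was followed for 8 min.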
Vif-A3G inh: qHTS for Inhibitors of Vif-A3G Interactions: qHTS; Potency, µM (titrated, usually from 46.1 µM), for the others: top-dose activity, negative = active, most hits filed as inhibitors; 410,000 tested, 0.076% active; DNA dC->dU-editing enzyme APOBEC-3G (Homo sapiens), Q9HC16; HeLa A3G-eYFP + Vif (tagged APOBEC3G with the HIV-1 protein that degrades it), YFP fluorescence, overnight;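 further: potency means the concentration at half of the fitted maximal effect; on the % scale 0 is the no-effect control and ±100 the full control effect; nearly all actives have a fitted effect of over 60% in size; hits raise eYFP signal because A3G escapes Vif-driven loss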
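Read-out is eYFP fluorescence (Ex 488/Em 500-530) from Vif-expressing HeLa A3G-eYFP cells; more signal means A3G escaped Vif-mediated degradation. Cells plated overnight, compound pinned in, incubated overnight at 37 deg C.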
GRP78 ERSR act: qHTS for Inducers of the Endoplasmic Reticulum Stress Response (ERSR) in Human Glioma: qHTS; U87-MG GRP78 promoter luciferase reporter, 16 h; Potency, µM, for inactives: top-dose activation, hits mostly activators; 420,000 tested, 0.02% active; AID 602332, 2012; further: potency means the concentration at half of the fitted maximal effect; series mostly up to about 76 µM; % of control where 0% means no effect; nearly all actives have a fitted effect of over 35% in size
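Stably transfected U87-MG glioma cells carrying a GRP78-based luciferase sensor; 16 h compound incubation. Luminescence end-point read 10 min after Bright-Glo addition at room temperature.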
mIDH1 inhibitor: qHTS for Inhibitors of mutant isocitrate dehydrogenase 1 (IDH1): qHTS; Isocitrate dehydrogenase [NADP] cytoplasmic (Homo sapiens), O75874; IDH1-R132H enzyme, NADPH consumption, diaphorase/resazurin fluorescence; Potency, µM (highest dose often 76.6 µM), for inactives: at the highest dose activity change, negative = inhibition, hits mostly inhibitors; 390,000 tested, 0.093% active; further: potency means the concentration at half of the fitted maximal effect; on the % scale 0 is the no-effect control and ±100 the full control effect; nearly all actives have a fitted effect of over 65% in size
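IDH1-R132H (0.5 ug/mL) preincubated 30 min with compound, then NADPH (0.016 mM) and alpha-KG (2 mM) added; 80 min at RT, pH 7.5. Remaining NADPH coupled via diaphorase/resazurin to fluorescence (540/590 nm); concentration-response curves normalized to no-enzyme control.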
Starred values were filed as active, the others as inactive; ? = inconclusive; · = not tested or not shown; & = joins results of further samples; [ ] = another dose, or the depositor's remark. Unless noted, the call rests on the fitted dose curve; in most records, active means well fitted curve in the direction sought with a large enough effect; inconclusive means small, poorly fitted or top-dose-only effect, or another doubt; inactive means no such curve, though single readings can be large; an effect the other way counts as inactive or inconclusive.

Compound	TrxR1 substrate	RGS4 inhibitor	USP1 inh	LDHA inh	Vif-A3F inh	rTrxR1 inhibitor	Vif-A3G inh	GRP78 ERSR act	mIDH1 inhibitor
CCCn1c2c(c(=N)c3c1CCC3)CCCC2	2%	-6%	5%	-36*	-1%	8%	-1%	-1%	-8%
CCN(CC)CCC(c1ccc2c(c1)OCO2)c1c(OC)cc(OC)c2c(C)cc(=O)oc12 (stereo not drawn)	-4%	9%	·	·	·	-7%	-1%	-4%	·
O=C1c2ccccc2NC(c2cccc(F)c2)N1Cc1ccccc1 (stereo not drawn)	77%[activator]	21%	-13%	-2	-20%	38%[activator]	0%	-2%	-8%
CC1Oc2ccccc2N(CC(=O)NCCN2CCOCC2)C1=O (stereo not drawn)	10%	-1%	-21%	-1	-9%	39%[activator]	2%	-4%	-8%
CN1CCN(/C(=N\S(=O)(=O)c2ccc(F)cc2)c2ccccc2)CC1	7%[57.1 µM]	31%	-9%	-10	0%	-3%[57.1 µM]	0%	-6%	1%
CN(CC(=O)NCCCN1CCOCC1)S(=O)(=O)c1cc(Cl)ccc1Cl	-3%	1%	0%	-6	-8%	3%	2%	-5%	0%
CC(NC(=O)Nc1ccc(Cl)cc1)c1ccc2c(c1)OCO2 (stereo not drawn)	12%	-1%	-22%	1	3%	38%	1%	-2%	2%
Cc1ccc(N2CC(C(=O)NCCS(=O)(=O)N3CCN(c4ccccc4F)CC3)CC2=O)cc1 (stereo not drawn)	-10%	-104%[56.9 µM]	-24%&-10%	-2&1	-2%&-26%	-10%	2%&7%	-1%&-2%	-7%&19%
Cc1ccc(OCC(=O)N/N=C/c2ccncc2)cc1C	-1%[57.1 µM]	13%	-3%	-5	1%	10%[2.29 µM]	-5%	13%	2%
C/C(CC(=O)Nc1ccc(C)c(Cl)c1)=N\NC(=O)C1CCCCC1	-7%	-3%	-4%	-6	-11%	-1%	0%	-3%	-4%
CSc1nsc(NN)n1	·	·	-6%	-4	1%	·	0%	6%	0%
COCCN(Cc1ccccc1)C(=O)c1cccc(S(=O)(=O)N2CCN(c3ccccc3)CC2)c1	-2%	-14%	-18%	2	-7%	40%[57.1 µM]	2%	-2%	1%

Reprinted at random: four compounds from above.
Compound	TrxR1 substrate	RGS4 inhibitor	USP1 inh	LDHA inh	Vif-A3F inh	rTrxR1 inhibitor	Vif-A3G inh	GRP78 ERSR act	mIDH1 inhibitor
CN(CC(=O)NCCCN1CCOCC1)S(=O)(=O)c1cc(Cl)ccc1Cl	-3%	1%	0%	-6	-8%	3%	2%	-5%	0%
Cc1ccc(N2CC(C(=O)NCCS(=O)(=O)N3CCN(c4ccccc4F)CC3)CC2=O)cc1 (stereo not drawn)	-10%	-104%[56.9 µM]	-24%&-10%	-2&1	-2%&-26%	-10%	2%&7%	-1%&-2%	-7%&19%
CC1Oc2ccccc2N(CC(=O)NCCN2CCOCC2)C1=O (stereo not drawn)	10%	-1%	-21%	-1	-9%	39%[activator]	2%	-4%	-8%
CCCn1c2c(c(=N)c3c1CCC3)CCCC2	2%	-6%	5%	-36*	-1%	8%	-1%	-1%	-8%

(continued)
Compound	TrxR1 substrate	RGS4 inhibitor	USP1 inh	LDHA inh	Vif-A3F inh	rTrxR1 inhibitor	Vif-A3G inh	GRP78 ERSR act	mIDH1 inhibitor
O=C(COc1cccnc1[N+](=O)[O-])Nc1ccccc1Sc1ccccc1	-1%	16%	-10%	-6	3%	-16%	-7%	-1%	6%
O=C(NCCN1CCc2ccccc2C1)C1CC(=O)N(C2CCCC2)C1 (stereo not drawn)	2%	6%	-21%	1	-4%	3%	2%	0%	2%
Cc1nn(-c2ccccc2)c(Cl)c1/C=N/Nc1nc2ccccc2n1C	-1%	-7%	-12%	0	?	11%	-10%	-4%	41%[activator]
Cc1ccc(S(=O)(=O)Nc2ccccc2C(=O)N2CCCCCC2)cc1	-5%	0%	-10%	0	12%	15%[57.1 µM]	3%	-3%	4%
COc1cccc(C(=O)CC2(O)C(=O)N(Cc3ccccc3)c3ccccc32)c1 (stereo not drawn)	-4%	-23%	-6%	-5	-3%	-9%	9%	0%	-4%
Cc1ccc(NCN2C(=O)C(=O)c3ccccc32)nc1	-9%	-17%	-10%	19	1%	-4%	-13%	-4%	4%
O=C1C(C=Nc2ccc(F)cc2)=C(O)c2ccccc21	-8%[57.1 µM]	-18%	-13%	-6	-14%	14%[57.1 µM]	2%	19%	7%
CCCn1c2ccccc2c2cnn(CC(=O)Nc3ccccc3OC)c(=O)c21	-4%[57.1 µM]	8%	2%	-6	10%	17%[57.1 µM]	-23%	-3%	-13%
COc1cccc(CC2(CO)CCN(Cc3cnc(N4CCOCC4)s3)CC2)c1	-1%	7%	-14%	0	?	15%	6%	-2%	5%
Cc1cn2c(=O)cc(COc3ccccc3NC(=O)c3ccc(Cl)cc3)nc2s1	2%	-1%	?	1	6%	20%	1%	1%	28%
Cc1nnc2sc(-c3ccc(-c4ccc(Cl)c(C(F)(F)F)c4)o3)nn12	91%[activator]	-38%	-15%	-1	2%	-10%	3%	1%	-1%
CCCNC(=O)C(Cc1cccc(OC)c1)NC(=O)c1ccc(C(C)(C)C)cc1 (stereo not drawn)	12%	-9%	-23%	-5	1%	38%	0%	-3%	8%
Cc1cc(NC(=O)COC(=O)c2ccc(F)c(S(=O)(=O)N3CCOCC3)c2)no1	-5%	11%	-22%	-10	-9%	7%[57.1 µM]	-8%	-3%	0%
Cc1ccc(CSc2nnc(CS(=O)Cc3ccc(Cl)cc3Cl)n2C)cc1 (stereo not drawn)	7%[57.1 µM]	-12%	-8%	0	2%	25%	0%	-3%	3%
Cc1sc2ncnc(N3CCOCC3)c2c1C	4%[57.1 µM]	1%	3%	7	8%	12%[57.1 µM]	1%	-2%	6%
CC1=C(C(=O)Nc2ccccc2)C(c2ccc(F)cc2)n2nc(SCc3cc(C)ccc3C)nc2N1 (stereo not drawn)	-4%[57.1 µM]	18%	-20%	-18	-4%	3%[57.1 µM]	3%	-2%	20%
Cc1cc(C)c(C(=O)COC(=O)CNC(=O)c2ccccc2C)c(C)c1	-5%	-26%	-16%	-7	-7%	-1%	-1%	-1%	0%
O=C(NC1CCCC1)C(c1ccncc1)N(CC1CCCO1)C(=O)Cn1nnc(-c2cccs2)n1 (stereo not drawn)	-10%	4%	0%	-9	-7%	-18%	0%	0%	2%
C#CC[N+](C)(C)CC#Cc1ccc(C)cc1	5%	5%	-1%	-8	2%	27%	5%	3%	6%
COc1ccc(N(C(C)C(=O)N(C)Cc2ccccc2)S(C)(=O)=O)cc1 (stereo not drawn)	3%	-6%	-15%	-3&0	-14%	8%	0%	-2%	14%
O=C(CSCc1ccccc1)N=Nc1c(O)[nH]c2ccccc12	-4%	-6%	5%	-1	-10%	11%	2%	4%	2%
CCc1cc(=O)oc2cc(OCC(=O)N3CCC[C@H]3C(=O)O)ccc12	56%[activator]	21%	17%	-4	13%	9%	0%	1%	-10%
CCc1cc(=O)oc2cc(OC(C)C(=O)NCC3CCC(C(=O)O)CC3)c(Cl)cc12 (stereo not drawn)	7%	12%	-9%	-18	7%	-1%	-1%	-1%	3%
C=C(C)Cn1c(N)cc(=O)nc1SCC(=O)Nc1cccc(C(F)(F)F)c1	-3%	-29%	-9%	4	-3%	1%	-1%	-4%	6%
O=C(NC(=S)Nc1ccc2[nH]c(=O)[nH]c2c1)c1cccc(F)c1	7%[0.0914 µM]	-22%	-20%	-6	0%	6%[57.1 µM]	-2%	-1%	3%
Cc1cccc(N2C(=O)CS/C2=N\NC(=O)c2ccc(Cl)cc2)c1C	0%	-18%	-22%	-4	1%	19%	2%	2%	1%

Part of the list above, with values under each structure.
Every second line gives: TrxR1 substrate, RGS4 inhibitor, USP1 inh, LDHA inh, Vif-A3F inh, rTrxR1 inhibitor, Vif-A3G inh, GRP78 ERSR act, mIDH1 inhibitor
Cc1ccc(CSc2nnc(CS(=O)Cc3ccc(Cl)cc3Cl)n2C)cc1 (stereo not drawn)
  7%[57.1 µM], -12%, -8%, 0, 2%, 25%, 0%, -3%, 3%
C=C(C)Cn1c(N)cc(=O)nc1SCC(=O)Nc1cccc(C(F)(F)F)c1
  -3%, -29%, -9%, 4, -3%, 1%, -1%, -4%, 6%

Not all compounds are listed. The share of hits here may be higher or lower than overall.
